Compound activity: PubChem, National Center for Advancing Translational Sciences (NCATS)
FUS suppressor = qHTS for Suppressors of FUS Proteinopathy: Primary screen using FUS-linked yeast assay; S. cerevisiae FUS-expressing, growth rescue, OD600, 24 h; Potency, µM (titrated, usually from 76.6 µM), without a hit: top-dose growth rescue (activation), usual class: activators; 390,000 compounds, 0.24% hits; AID 1347120, 2019;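 note: potency is the fitted concentration of half-maximal effect; plate controls were DMSO vehicle for no effect and reference control for full effect; nearly all actives have a fitted effect of over 55% in size; some results filed as inactive show a strong effect at the top dose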
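Cultures pregrown in 2.5% raffinose medium are shifted to minimal medium containing 2% galactose to express toxic FUS. Compounds are tested at several concentrations. After 24hr at 30C, growth is quantified at 600 nm absorbance.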
Akt phos inh = HTS Assay for Inhibitors of Akt Phophorylation: Primary Screen | Neuro2A IGF-stimulated pAkt S473 HTRF, 20 min; stronger effect = lower value | activity change, % for hits at 50 µM | 360,000 compounds, 0.32% hits; in the data active = activity change below about -80%; inconclusive = mostly about -51% to -80%; note: % is set by controls: 0 for no effect and ±100 for the full control effect
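Neuro2A cells (4,500/well, DMEM with 0.5% FBS) were treated with compound at a single 50 µM final concentration, stimulated with 6 nM IGF for 20 min at 37 °C, and lysed. Phospho-Akt Ser473 was read by HTRF as 665/615 ratio ×10^4.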
PTHR1 ag = qHTS for PTHR1 Agonists: Primary Screen. Parathyroid hormone/parathyroid hormone-related peptide receptor (Homo sapiens), Q03431. HEK293 GP2 PTHR1 cells, GloSensor cAMP luminescence, 1 h. Potency, µM (series often up to 115 µM), for the others: at the highest dose activation, usual class: activators. 410,000 compounds, 0.075% hits. AID 743266, 2014; note: potency is the fitted concentration of half-maximal effect; nearly all actives have a fitted effect of over 55% in size; some results filed as inactive show a strong effect at the top dose; inactives centre near -15; many of its hits are not listed in these tables
Target sequence (Q03431 whole entry, looked up): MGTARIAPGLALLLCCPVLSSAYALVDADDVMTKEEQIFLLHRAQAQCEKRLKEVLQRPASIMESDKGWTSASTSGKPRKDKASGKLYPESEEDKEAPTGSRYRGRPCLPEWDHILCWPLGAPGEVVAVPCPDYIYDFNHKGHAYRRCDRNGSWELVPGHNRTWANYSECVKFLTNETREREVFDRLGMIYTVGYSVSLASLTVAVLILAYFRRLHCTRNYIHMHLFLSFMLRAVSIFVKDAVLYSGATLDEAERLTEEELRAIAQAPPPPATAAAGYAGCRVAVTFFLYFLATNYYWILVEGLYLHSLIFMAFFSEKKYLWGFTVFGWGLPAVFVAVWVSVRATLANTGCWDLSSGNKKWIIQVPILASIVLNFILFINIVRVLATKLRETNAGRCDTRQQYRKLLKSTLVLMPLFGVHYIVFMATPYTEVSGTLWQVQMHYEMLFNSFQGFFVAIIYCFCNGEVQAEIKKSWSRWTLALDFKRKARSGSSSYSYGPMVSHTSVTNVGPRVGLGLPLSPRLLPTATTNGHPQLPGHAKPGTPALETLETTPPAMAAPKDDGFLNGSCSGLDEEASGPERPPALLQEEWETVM
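HEK-293-derived GP2 cells expressing PTHR1 and a GloSensor cAMP reporter, 3,000/well, plated overnight, given luciferin plus IBMX (each 0.5 mM as added) for 1 h at 37 °C, then compound for 1 h at 37 °C. Luminescence was read after 15 min at room temperature.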
Abeta rescue = qHTS for compounds that reverse cellular toxicity of Amyloid beta (A-beta) peptide in yeast: Primary Screen; yeast expressing A-beta42, growth rescue, OD600, 48 h; response scale: 0% DMSO, 100% iron-clioquinol control; 410,000 compounds, 0.063% hits; Potency, µM (titrated, usually from 46.1 µM), inactives show top-dose growth rescue, usual class: activators; note: potency is the fitted concentration of half-maximal effect; nearly all actives have a fitted effect of over 55% in size
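Growth rescue measured by 600 nm absorbance after 48 h yeast culture at 30 C with compound. Values normalized between DMSO and an equimolar ferric chloride plus clioquinol control.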
Mm-Cpn inhibitor = Inhibitors of TCP-1 ring complex (TRiC) of Methanococcus maripaludis (MmCpn): qHTS; purified Mm-Cpn ATPase, ADP Transcreener TR-FRET; Potency, µM (titrated, usually from 76.9 µM), for the others: top-dose activity, negative = inhibition, usual class: inhibitors; 330,000 compounds, 0.031% hits; AID 504842, 2011; note: potency is the fitted concentration of half-maximal effect; % is set by controls: 0 for no effect and ±100 for the full control effect; nearly all actives have a fitted effect of over 80% in size
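Compound-treated chaperonin, 25 nM final, turns over 10 uM ATP at 37°C for 30 min following a 10 min preincubation; ADP generated competes with ADP-d2 for Eu-cryptate antibody, lowering FRET.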
HEK293 tox = qHTS of GLP-1 Receptor Inverse Agonists: Cytotox Screen | HEK293 cAMP-luciferase reporter cells, luminescence, 24 h | Potency, µM (titrated, usually from 38.3 µM), for the others: top-dose activity change, negative = inhibition, actives largely listed as inhibitors | 410,000 compounds, 0.13% hits | AID 624418, 2012;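 note: loss of luciferase light is scored as toxicity; potency is the fitted concentration of half-maximal effect; % is set by controls: 0 for no effect and ±100 for the full control effect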
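1536-well qHTS counterscreen of the MLSMR; 200 cells/uL, 12 h pre-incubation, 23 nL cpd, 24 h at 37 deg C 5% CO2, luciferase detection reagent, 12 min RT, luminescence. Inhibition = undesired.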
aSyn yeast inh = qHTS of alpha-syn Inhibitors; Yeast expressing alpha-synuclein, growth rescue, BacTiter-Glo, 24 h; Potency, µM (highest dose often 46.1 µM), without a hit: at the highest dose growth rescue (activation), usual class: activators; 370,000 compounds, 0.14% hits; AID 652106, 2013; note: potency is the fitted concentration of half-maximal effect; % of control where 0% means no effect; nearly all actives have a fitted effect of over 65% in size
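Galactose-induced alpha-syn yeast (OD600=0.02, raffinose-pregrown) + pinned cpd, 24 hr, 30 deg C; growth by BacTiter-Glo luminescence. Growth restoration scores as activation.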
TDP-43 yeast inh = qHTS of TDP-43 Inhibitors; TDP-43 expressing yeast growth rescue, BacTiter-Glo, 24 h; Potency, µM (top dose mostly 46.1 µM), for the others: top-dose growth rescue (activation), actives largely listed as activators; 410,000 compounds, 1.8% hits; note: potency is the fitted concentration of half-maximal effect; % of control where 0% means no effect; nearly all actives have a fitted effect of over 50% in size
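Luminescence from BacTiter-Glo reports growth of TDP-43-expressing yeast after 24 hr at 30 deg C with compound. Cells were raffinose-pregrown to mid-log, then seeded in galactose medium at OD600=0.02.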
GLP1R inv ag = qHTS of GLP-1 Receptor Inverse Agonists (Inhibition Mode); Glucagon-like peptide 1 receptor (Homo sapiens), P43220; HEK293 GLP-1R CRE-luciferase, luminescence, 24 h; GLP-1R form is constitutively active; 410,000 compounds, 1.6% hits; AID 624417, 2012; Potency, µM (top dose mostly 38.3 µM), inactives show at the top dose activity change, negative = inhibition, most hits filed as inhibitors; note: potency is the fitted concentration of half-maximal effect; % is set by controls: 0 for no effect and ±100 for the full control effect; nearly all actives have a fitted effect of over 55% in size
Target sequence (P43220 whole entry, looked up): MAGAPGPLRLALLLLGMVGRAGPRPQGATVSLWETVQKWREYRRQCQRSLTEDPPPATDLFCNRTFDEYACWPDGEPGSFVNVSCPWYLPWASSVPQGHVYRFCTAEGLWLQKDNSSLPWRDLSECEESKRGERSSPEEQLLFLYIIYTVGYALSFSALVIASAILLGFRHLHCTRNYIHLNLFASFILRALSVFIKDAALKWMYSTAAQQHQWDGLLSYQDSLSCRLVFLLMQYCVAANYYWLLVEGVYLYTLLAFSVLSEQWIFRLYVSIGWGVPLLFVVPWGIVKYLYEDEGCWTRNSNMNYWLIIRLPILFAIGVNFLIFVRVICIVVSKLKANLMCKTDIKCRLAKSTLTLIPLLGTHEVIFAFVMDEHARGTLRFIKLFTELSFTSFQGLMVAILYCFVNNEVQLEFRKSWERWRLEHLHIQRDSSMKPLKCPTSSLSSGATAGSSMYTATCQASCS
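Luminescence readout: a drop in cAMP-driven luciferase signal flags inverse agonism at a constitutively active GLP-1R stably expressed in HEK293. Compound exposure lasted 24 hr at 37 deg C, 5% CO2.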
Numbers without * were called inactive; i = inactive; ? = inconclusive; · = no result given; [ ] = another dose, or the depositor's remark. Unless noted, calls come from the whole dose curve; as a rule, active = well fitted curve in the direction sought with a large enough effect; inconclusive = small, poorly fitted or top-dose-only effect, or another doubt; inactive = no such curve, though single readings can be large; an effect the other way counts as inactive or inconclusive. A portion of the library; rates above refer to the full screens.

1: O=C(O)C1CCCCC1C(=O)Nc1ccccc1C(=O)N1CCN(c2ccc(F)cc2)CC1 (configuration not stated)
2: O=C(c1cc2c(s1)CCCC2)N1CCN(c2ccccc2)CC1
3: S=C(NCC1CCCO1)N1CCN(Cc2ccccc2Cl)CC1 (configuration not stated)
4: Cc1ccn2c(CN3CCOCC3)c(-c3ccccc3)nc2c1
5: N#Cc1ccc(C(=O)N2CCN(C(=O)C3CCCO3)CC2)cc1 (configuration not stated)
6: Cc1ccc(N(C)C(=O)c2ccc(CNc3c(N4CCC(C)CC4)c(=O)c3=O)cc2)cc1
7: COc1cc(OC)c([N+](=O)[O-])cc1/C=N/NC(=O)c1ccncc1
8: Cn1cc(C(=O)N/N=C/c2ccc([N+](=O)[O-])cc2)c2ccccc21

assay / entry	1	2	3	4	5	6	7	8
FUS suppressor	·	32%	0%	-13%	-9%	19%	-3%	16%
Akt phos inh	i	i	i	i	i	i	i	i
PTHR1 ag	-19%	-18%	-44%[inhibitor]	-9%	?	-7%	i	-17%
Abeta rescue	13%	-20%	-1%	-14%	-7%	-8%	4%	10%
Mm-Cpn inhibitor	-2%	0%	1%	0%	0%	3%	1%	-3%
HEK293 tox	24%	0%	5%	-12%	8%	3%	-13%	2%
aSyn yeast inh	0%	14%	1%	-3%	-7%	5%	3%	1%
TDP-43 yeast inh	4%	-17%[0.397 µM]	14%	-11%	-12%	1%	24%	0%
GLP1R inv ag	9%	?	-30%	-15%	0%	21%	?	14%

9: COc1ccc2[nH]c(=O)c(-c3nnn(-c4ccc(F)cc4)n3)cc2c1
10: O=c1[nH]c(-[n+]2ccccc2)c(/C=N/NC([S-])=Nc2ccccc2)s1
11: CC(=O)N1CCN(C(=O)c2cccc(S(=O)(=O)N3c4ccccc4CC3C)c2)CC1 (configuration not stated)
12: C/C(=N\Nc1nncc2ccccc12)c1ccc(Cl)c([N+](=O)[O-])c1
13: O=C(NCC(c1cccnc1)N1CCN(c2ccccc2)CC1)OCc1ccccc1 (configuration not stated)
14: Cc1ccc(S(=O)(=O)NCc2ccc(N3CCN(C(=O)OC(C)(C)C)CC3)cc2)cc1
15: CCCn1c(SCC(=O)N(C)CC(=O)Nc2ccc(Cl)cc2)n[nH]c1=O
16: O=C(COc1ccccc1)NCC(=O)N/N=C/c1ccc(O)cc1O

assay / entry	9	10	11	12	13	14	15	16
FUS suppressor	-14%	-7%	39%	4%	·	-2%	-24%	29%
Akt phos inh	i	i	i	i	i	i	i	i
PTHR1 ag	-2%	-4%	?	0%	-37%	-39%[inhibitor]	1%	-1%
Abeta rescue	-19%	-14%	-11%	-6%	-8%	-12%	2%	-2%
Mm-Cpn inhibitor	·	0%	0%	0%	-1%	-3%	-2%	?
HEK293 tox	-6%	-3%	-2%	-1%	-21%	13%	4%	-6%
aSyn yeast inh	-2%	-8%	1%	2%	4%	-4%	-2%	-9%
TDP-43 yeast inh	3%	-6%	-1%	-15%	-11%	-9%	-20%	-5%
GLP1R inv ag	5%	3%	4%	17%	?	18%	7%	-27%

17: CN(C)c1nnnn1Cc1ccc(Cl)cc1Cl
18: COc1ccc(N2CCN(C(=O)NCc3ccc(OC)c(OC)c3)CC2)cc1
19: CN(Cc1ccccc1)Cc1nc2c(c(=O)n(C)c(=O)n2C)n1CCc1ccccc1
20: CCN(CC)C(=S)NC(=O)c1ccc(Cl)cc1Cl
21: COc1ccccc1NC(=O)N(Cc1nnc2n1CCCCC2)c1ccc(F)cc1
22: COc1ccc(CCN2CC(C(=O)NCc3cn(C)nc3C)CCC2=O)cc1 (configuration not stated)
23: CCCCOC(=O)CNc1n[nH]c(=S)[nH]c1=O
24: Cc1ccc(Cl)cc1N1CCN(C(=O)C2CCC(=O)N(C3CCCCCC3)C2)CC1 (configuration not stated)

assay / entry	17	18	19	20	21	22	23	24
FUS suppressor	0%	-5%	-6%	8%	-3%	-10%	5%	8%
Akt phos inh	i	i	i	i	·	i	i	i
PTHR1 ag	-28%	?	23%[57.5 µM]	-2%[57.5 µM]	-22%	i	i	-48%
Abeta rescue	11%	-9%	23%	16%	-10%	7%	-5%	2%
Mm-Cpn inhibitor	-1%	2%	·	-3%	·	·	?	-9%
HEK293 tox	-2%	-7%	-13%	-2%	1%	5%	-1%	2%
aSyn yeast inh	2%	-1%	-1%	-18%	0%	-3%	1%	0%
TDP-43 yeast inh	-6%[0.397 µM]	0%	-21%	-2%	19%	18%	-18%	?
GLP1R inv ag	2%	-18%	-24%	0%	4%	9%	8%	?

25: COc1cc(C)cc2oc(=O)c(CC(=O)NCc3cccc(Cl)c3)c(C)c12
26: CCOC(=O)C1=CC[C@@H](c2ccccc2)N(S(=O)(=O)c2ccc(C)cc2)[C@H]1c1ccc(C#N)cc1
27: CCC(=O)Nc1cccc(NC(=O)c2ccc(C)c([N+](=O)[O-])c2)c1
28: COc1ccc(NS(=O)(=O)c2cc(NC(=O)c3cncc(Br)c3)ccc2OC)cc1
29: O=C(N/N=C/c1cc(Br)c(Br)o1)c1cc2ccccc2o1
30: N#Cc1c(-c2ccccc2)c(-c2ccccc2)nn(CC(=O)NNC(=O)Nc2ccc(Cl)c(Cl)c2)c1=O
31: COc1cc(O)c(C(C)=O)c2c1C=CC(C)(C)O2
32: C/C(=N/NC(=O)CNC(=O)c1ccncc1)c1ccc(Cl)cc1

assay / entry	25	26	27	28	29	30	31	32
FUS suppressor	-11%	35%	20%	27%	12%	35%	-15%	1%
Akt phos inh	·	i	i	i	i	i	i	i
PTHR1 ag	i	-25%	-1%[57.5 µM]	-1%	-31%[inhibitor]	i	-64%[inhibitor]	-6%
Abeta rescue	-6%	1%	16%	-2%	0%	12%	-2%	-5%
Mm-Cpn inhibitor	·	·	0%	0%	-5%	0%	·	2%
HEK293 tox	2%	3%	3%	-5%	-8%	?	-7%	-9%
aSyn yeast inh	·	-1%	-3%	3%	-1%	3%	2%	-1%
TDP-43 yeast inh	17%	?	-10%	10%	4%	0%	10%	4%
GLP1R inv ag	-17%	-19%	46%[activator]	?	-2%	?	-7%	-7%

An excerpt from above in order of the GLP1R inv ag value, high to low:
cpd | structure | Akt phos inh | PTHR1 ag | Mm-Cpn inhibitor | aSyn yeast inh | GLP1R inv ag
31 | COc1cc(O)c(C(C)=O)c2c1C=CC(C)(C)O2 | i | -64%[inhibitor] | · | 2% | -7%
25 | COc1cc(C)cc2oc(=O)c(CC(=O)NCc3cccc(Cl)c3)c(C)c12 | · | i | · | · | -17%
26 | CCOC(=O)C1=CC[C@@H](c2ccccc2)N(S(=O)(=O)c2ccc(C)cc2)[C@H]1c1ccc(C#N)cc1 | i | -25% | · | -1% | -19%

Other results:
33: CCc1ccc2[nH]c(=O)c(CN(CCO)C(=O)NCc3ccccc3)cc2c1
34: Cc1c(NC(=O)c2ccc3c(c2)C(=O)N(CC2CCCO2)C3=O)cccc1C(=O)O (configuration not stated)
35: Cc1ccc(CN2CCN(CC(=O)Nc3ccc(C)c(C)c3)S2(=O)=O)cc1
36: CCSc1nnc(C)c(=O)n1COC(=O)c1ccc(S(=O)(=O)N2CCCC2)cc1
37: C/C(=N\Nc1nc(C(C)(C)C)cs1)c1ccccc1
38: O=C(CSCC(=O)c1ccc([N+](=O)[O-])cc1)c1ccc([N+](=O)[O-])cc1
39: Cc1cc(-c2nnc(SCC(=O)Nc3cccc(C)c3C)n2N)n[nH]1
40: COc1ccc(CCNC(=S)Nc2ccc(OC)cc2)cc1

assay / entry	33	34	35	36	37	38	39	40
FUS suppressor	·	·	7%	24%	-8%	18%	-22%	14%
Akt phos inh	i	i	·	i	i	i	·	i
PTHR1 ag	i	-8%	-49%[inhibitor]	i	-27%	-37%[inhibitor]	i	i
Abeta rescue	-11%	-2%	-8%	8%	-65%[inhibitor]	-9%	-3%	?
Mm-Cpn inhibitor	3%	1%	·	0%	-1%	·	-2%	2%
HEK293 tox	-6%	-6%	5%	-5%	2%	0%	-7%	?
aSyn yeast inh	0%	-5%	·	7%	-26%	4%	0%	-5%
TDP-43 yeast inh	13%	10%	14%	-18%	22µM*	6%	19%	?
GLP1R inv ag	-1%	8%	0%	1%	8.9µM*	11%	21%	?

41: Clc1cccc(CNc2ccn3nc(-c4ccccc4Cl)cc3n2)c1
42: COc1ccc(F)cc1S(=O)(=O)Nc1ccc2c(c1)CCCN2C(=O)c1cccs1
43: O=C(O)CCc1ccc(S(=O)(=O)Nc2cc(C(F)(F)F)ccc2N2CCCC2)cc1
44: CCC(C(=O)NCc1ccccc1OC)n1nc(C)n2c(cc3sccc32)c1=O (configuration not stated)

assay / entry	41	42	43	44
FUS suppressor	38%	24%	6%	10%
Akt phos inh	i	·	i	·
PTHR1 ag	-29%	i	-13%	-21%
Abeta rescue	?	-12%	-1%	-3%
Mm-Cpn inhibitor	·	·	2%	·
HEK293 tox	-11%	-11%	-3%	-3%
aSyn yeast inh	1%	·	10%	·
TDP-43 yeast inh	-11%	22%[9.22 µM]	13%	11%
GLP1R inv ag	?	-25%	1%	-29%
